# High-throughput results from PubChem.
# RECQ1 helicase – inhibitors of human RECQ1 DNA helicase; Potency, µM (doses to about 57.3 µM), for inactives: at the highest dose activity, negative = inhibition, most hits filed as inhibitors; 240,000 tested, 0.54% active; P46063; RECQ1 DNA unwinding, red fluorescence kinetic read;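 further: plate controls were vehicle for no effect and no enzyme for full effect; nearly all actives have a fitted effect of over 30% in size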
#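 50 nM RECQ1T1 preincubated 15 min with compound in Tris pH 8.0 buffer with MgCl2, DTT, Tween-20 and 2.5 ug/ml poly(dI-dC); started with 200 nM TAMRA/BHQ-2 forked duplex and 2 mM ATP. Unwinding read as fluorescence (525/598 nm), two reads 2 h apart.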
# SMN2 splice enh – enhancers of SMN2 splice variant expression; HEK293 SMN2-luciferase splicing reporter, luminescence, 30-36 h; Potency, µM (top dose mostly 46.1 µM), for the others: at the highest dose activity change, positive = activation, most hits filed as activators; 210,000 tested, 2.8% active; further: % of control where 0% means no effect; nearly all actives have a fitted effect of over 55% in size
#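 HEK293 cells carry an SMN2 […]–luciferase reporter in which exon 7 inclusion puts luciferase in frame. Cells were plated 10-12 h before compound addition, then incubated 30-36 h at 37C. ONE-Glo luminescence was read; sodium butyrate at 4.5 mM final served as control.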
# Tau ThT inhib – tau fibrillization inhibition (ThT binding). Potency, µM (top dose mostly 57.4 µM), for inactives: top-dose activity, negative = inhibition, actives largely listed as inhibitors. recombinant tau K18 P301L (four-repeat tau fragment), heparin-induced fibrillization, ThT fluorescence. 270,000 tested, 2.1% active. AID 1460. P10636; further: on the % scale 0 is the no-effect control and ±100 the full control effect; nearly all actives have a fitted effect of over 55% in size
# Target sequence (P10636 561-689 P618L limits assumed): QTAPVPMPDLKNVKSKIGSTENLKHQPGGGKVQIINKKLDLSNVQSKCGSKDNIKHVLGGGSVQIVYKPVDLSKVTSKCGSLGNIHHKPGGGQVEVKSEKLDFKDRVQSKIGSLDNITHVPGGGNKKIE
#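 In this qHTS, human K18 P301L tau is incubated with compound and heparin for 6 hr at 37 C, and Thioflavin T fluorescence then reports fibril load.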
# Lamin A splicing – changes lamin A minigene splicing in HeLa cells; HeLa LMNA splicing GFP/RFP minigene ratio, 48 h; Potency, µM (titrated, usually from 46.1 µM), for inactives: top-dose ratio change, negative = inhibition, hits mostly inhibitors; 200,000 tested, 0.01% active; active means well fitted inhibition curve with a large enough effect in the signal ratio, with a control signal flat, not every such curve was filed as active; inconclusive means small, poorly fitted or top-dose-only effect, or effect the other way, or a change in a side signal; the % refers to the signal ratio; further: on the % scale 0 is the no-effect control and ±100 the full control effect
#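 S3 HeLa stable clones carrying a lamin A-EGFP splicing minigene plus DsRed2 were seeded at 600 cells/well in Opti-MEM with 2% FBS, pin-dosed and incubated 48 h at 37°C. Acumen cytometry (488 nm) gave the GFP/RFP total-intensity ratio.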
# L3MBTL1 block – blocks human L3MBTL1; Q9Y468; AlphaScreen L3MBTL1–H3K9me1 peptide binding; Potency, µM (titrated, usually from 57.1 µM), for the others: at the highest dose activity, negative = inhibition, usual class: inhibitors; 230,000 tested, 0.66% active; AID 485360; further: on the % scale 0 is the no-effect control and ±100 the full control effect; nearly all actives have a fitted effect of over 60% in size
#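 L3MBTL1 (50 nM) pre-complexed 30 min with biotinylated H3(1-15)K9me1 peptide (75 nM), then compounds added for 30 min at room temperature; AlphaScreen streptavidin donor/nickel chelate acceptor beads (10 ug/mL final) read after 30 min dark incubation.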
# ALDH1A1 block – ALDH1A1 (human) enzyme inhibition. Purified ALDH1A1, NADH fluorescence, propionaldehyde substrate. Potency, µM (highest dose often 75.3 µM), without a hit: top-dose activity, negative = inhibition, usual class: inhibitors. 220,000 tested, 7.3% active; active means well fitted inhibition curve with a large enough effect, not every such curve was filed as active; inconclusive means small, poorly fitted or top-dose-only effect, or another doubt; inactive means no such curve, though single readings can be large or run the other way;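 further: plate controls were no enzyme wells and a reference inhibitor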
# Target sequence (P00352 whole entry, looked up): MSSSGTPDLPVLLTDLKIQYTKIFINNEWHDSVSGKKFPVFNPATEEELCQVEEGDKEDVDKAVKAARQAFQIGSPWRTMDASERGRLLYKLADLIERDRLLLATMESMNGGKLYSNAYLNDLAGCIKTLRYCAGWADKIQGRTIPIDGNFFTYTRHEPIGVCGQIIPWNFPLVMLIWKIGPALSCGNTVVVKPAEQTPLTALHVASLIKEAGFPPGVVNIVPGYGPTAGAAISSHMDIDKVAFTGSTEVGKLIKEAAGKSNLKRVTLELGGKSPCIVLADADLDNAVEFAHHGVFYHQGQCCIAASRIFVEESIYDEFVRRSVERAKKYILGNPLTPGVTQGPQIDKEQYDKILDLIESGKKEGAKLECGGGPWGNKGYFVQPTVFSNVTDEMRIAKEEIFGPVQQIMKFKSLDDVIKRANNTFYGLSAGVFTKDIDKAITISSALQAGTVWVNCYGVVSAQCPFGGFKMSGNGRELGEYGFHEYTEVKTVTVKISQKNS
# KinaseGlo FLuc – blocks Kinase-Glo luciferase, a counter-screen artifact; Q27757; Kinase-Glo luciferase, ATP luminescence, 8 min; Potency, µM (titrated, usually from 38.3 µM), inactives show at the highest dose activity change, negative = inhibition, hits mostly inhibitors; 200,000 tested, 0.28% active; further: on the % scale 0 is the no-effect control and ±100 the full control effect; nearly all actives have a fitted effect of over 60% in size
#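 Compound is pinned into ATP-containing buffer (10 uM ATP, imidazole pH 7.2, 7 mM MgCl2). Kinase-Glo luciferase reagent is then added. Light output is recorded following an 8-min room-temperature incubation.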
# JMJD2E inh – JMJD2E (human) inhibition; B2RXH2; JMJD2E catalytic domain, FDH-coupled NADH fluorescence (FDH is formaldehyde dehydrogenase); Potency, µM (doses to about 57.1 µM), for the others: at the top dose activity change, negative = inhibition, actives largely listed as inhibitors; 230,000 tested, 1.6% active; active means well fitted inhibition curve with a large enough effect, not every such curve was filed as active; inconclusive means small, poorly fitted or top-dose-only effect, or another doubt; inactive means no such curve, though single readings can be large or run the other way;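 further: 0% = wells with enzyme and -100% = buffer wells without enzyme; nearly all actives have a fitted effect of over 50% in size; many of its hits are not listed in these tables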
# Target sequence (B2RXH2 1-337 limits assumed): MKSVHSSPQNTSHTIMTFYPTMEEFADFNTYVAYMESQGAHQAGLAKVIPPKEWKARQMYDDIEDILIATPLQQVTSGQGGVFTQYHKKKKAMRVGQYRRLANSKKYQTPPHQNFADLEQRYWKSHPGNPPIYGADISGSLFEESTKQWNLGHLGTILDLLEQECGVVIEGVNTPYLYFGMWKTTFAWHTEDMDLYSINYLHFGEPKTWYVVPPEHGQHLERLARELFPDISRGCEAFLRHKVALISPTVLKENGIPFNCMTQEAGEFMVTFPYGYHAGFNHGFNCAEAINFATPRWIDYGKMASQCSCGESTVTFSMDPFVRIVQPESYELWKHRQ
# Starred values were filed as active, the others as inactive; i = inactive; u = inconclusive; x = no result given; [ ] = remark or other dose. Unless noted, the call rests on the fitted dose curve; in most records, active means well fitted curve in the direction sought with a large enough effect; inconclusive means small, poorly fitted or top-dose-only effect, or another doubt; inactive means no such curve, though single readings can be large; an effect the other way counts as inactive or inconclusive. Potency means the concentration at half of the fitted maximal effect.
SMILES,RECQ1 helicase,SMN2 splice enh,Tau ThT inhib,Lamin A splicing,L3MBTL1 block,ALDH1A1 block,KinaseGlo FLuc,JMJD2E inh
Cn1cccc1Cc1nnc(SCC(=O)N2CCN(c3ccccc3)CC2)n1-c1ccc(F)cc1,u,-20.4%,u,0.2%,-29.1%,14.1µM*,-6.8%,-29.9%
COc1ccc(/C=N/NC(=O)CCc2c(C)n[nH]c2C)cc1O,2.7%,-8.5%,-20.6%,2.9%,x,-3.6%,-3.0%,-20.0%
CCOC(=O)c1c(C)[nH]c(C)c1-c1ccccc1OC,-3.6%,2.1%,2.5%,7.7%,-13.9%,-13.4%,-2.4%,-10.5%
COc1ccccc1C(CC(=O)Nc1nccs1)c1ccco1 (configuration not stated),i,17.4%,-14.7%,3.4%,-2.5%,-14.2%,-0.4%,-1.6%
Clc1ccc(OCCn2cnc(Cl)c2Cl)cc1,-10.7%,x,-14.5%,x,-13.0%,x,x,11.0%
CC1(C)CC(N(Cc2ccccc2)C(=O)Cc2ccccc2)CCO1 (configuration not stated),14.2%,x,-4.7%,u,0.7%,8.8%,-1.3%,2.9%
CC1(C)Cc2cccc(OCC(=O)Nc3cccnc3Cl)c2O1,-5.4%,4.3%,-11.6%,11.7%,x,7.6%,-5.3%,-7.3%
Cn1c(=O)n(-c2cccc(Cl)c2)c(=O)c2c3c(sc21)COC(C)(C)C3,-14.5%,-6.9%,-8.9%,4.2%,-2.2%,0.7%,-1.0%,-0.6%
Cc1csc(SCC(=O)NC2CCCCC2)n1,-10.1%,11.0%,-8.0%,8.4%,x,-3.5%,-3.1%,4.1%
Cc1cccc2cc(=O)[nH]c(C)c12,-5.4%,-2.3%,0.5%,2.9%,-5.9%,8.2%,3.8%,2.9%
COc1ccccc1/C=N/NC(=O)c1sc(C)nc1C,i,-3.2%,u,4.1%[46 µM],6.6%,2.9%,-2.5%,-1.4%
CCCCn1c(SCC(=O)NC(=O)NCc2ccco2)nc2cc(S(N)(=O)=O)ccc21,-18.8%,-1.3%,-17.3%,6.9%,u,-18.3%,-6.8%,-3.8%
CN1CCN(C(=S)SCC(=O)Nc2nc(-c3ccccc3)c(-c3ccccc3)o2)CC1,2.1%,-14.5%,-2.1%,u,-12.3%,u,-2.4%,10.2%
O=C1CSC(c2ccc(Cl)cc2)N1c1cccnc1 (configuration not stated),-7.0%,x,-13.0%,x,2.0%,7.3%,x,12.4%
CC1CCCCC1N=CC1=C(O)CC(C)(C)CC1=O (configuration not stated),i,-10.9%,1.1%,-1.6%,6.7%,u,-0.4%,-1.0%
Cc1ccc(-n2nnnc2Sc2ccc(S(=O)(=O)NCCN(C)C)cc2[N+](=O)[O-])cc1,-11.4%,9.7%,u,u,0.1%,u,-5.2%,1.5%
C#CCNC(=O)C1=C[C@H](c2ccccc2)C[C@H](OCCCCO)O1,i,x,-12.4%,x,8.8%,-12.5%,x,-8.6%
Cc1ccc(C(=O)CC(=O)c2cccc(F)c2)c(O)c1,-4.0%,-40.8%[inhibitor],u,u,x,-4.2%,-1.0%,u
COc1ccccc1Nc1nnc(SCC(=O)N2CCCC2=O)s1,-11.3%,-25.6%,-5.0%,5.6%,0.6%,8.4%,8.0%,5.6%
CC(C)=CCN1CCN(Cc2cccc3nonc23)CC1CCO (configuration not stated),-1.7%,x,-5.3%,x,4.1%,-12.9%,1.3%,-9.5%
O=C(CNS(=O)(=O)c1ccccc1)Nc1ccc(C(F)(F)F)cc1,-10.2%,-11.6%,-5.7%,-12.0%,x,u,-1.2%,1.1%
CC(C)c1ccc(S(=O)(=O)c2ccc(NN)cc2)cc1,-2.7%,-4.0%,u,u,-2.4%,u,6.4%,u
O=C(COC(=O)/C=C/c1ccc(Cl)cc1)NCCN1C(=O)CSC1=O,-6.2%,7.0%,-2.6%,-14.5%[9.22 µM],13.2%,5.5%,-0.7%,4.9%
CCN(CC)C1=NC=CC(c2ccccc2)=CC1C (configuration not stated),3.9%,13.8%,7.4%,-1.0%,-0.3%,8.5%,0.4%,-1.3%
O=C(NCCc1ccccc1)c1nc2nc(-c3cccs3)cc(C(F)(F)F)n2n1,i,u,1.0%,-12.7%,-22.0%,u,-3.0%,1.0%

# The list continues:
SMILES,RECQ1 helicase,SMN2 splice enh,Tau ThT inhib,Lamin A splicing,L3MBTL1 block,ALDH1A1 block,KinaseGlo FLuc,JMJD2E inh
Cn1nc([N+](=O)[O-])nc1Oc1ccc2ccccc2c1,-15.4%,-47.2%[inhibitor],-3.1%,-3.6%,x,-5.5%,-5.2%,-4.0%
CCN(CC)S(=O)(=O)c1ccc(C(=O)OCCNC(=O)c2cccnc2)cc1,i,-3.0%,-3.7%,-0.1%,9.6%,u,1.5%,4.1%
COCCNC(=O)C(=O)c1c(-c2ccccc2)[nH]c2ccccc12,-3.5%,-2.4%,-3.2%,-2.7%[46 µM],x,2.0%,8.8%,-6.3%
COc1ccc2c(c1)SCC/C2=C\CN1C(=O)CCC1=O,2.5%,-7.5%,-13.7%,u,-4.0%,-3.8%,1.5%,11.2%
O=C(Nc1cccnc1)c1cnc2ccccc2n1,i,x,-7.4%,3.8%,6.4%,11.4%,x,0.7%
N#CCc1c(C#N)c(N)nc(N2CCN(c3ccc(F)cc3)CC2)c1C#N,i,-18.2%,u,-5.1%,x,u,-0.1%,-6.5%
CCOC(=O)c1c(C)[nH]c(C(=O)CSc2nnc(C3CC3)n2N)c1C,11.2%,-5.9%,u,5.0%,x,-8.1%,-6.0%,0.2%
CCN1CCN(S(=O)(=O)c2ccc(OC)c(Br)c2)CC1,i,-16.4%,2.3%,-10.1%,0.6%,5.3%,-0.1%,3.2%
O=c1cc(-c2ccccc2Cl)oc2cccc(O)c12,-1.5%,15.3%,-7.1%[81.4 µM],-3.1%,-0.9%,6.9%[120 µM],-2.0%[39.9 µM],6.8%
CCCCNCC1C(Oc2ccc(Cl)cc2)C(=O)N1c1ccccc1C (configuration not stated),-0.6%,-17.8%,-8.0%,-20.5%[46 µM],21.3%,-10.1%,-0.2%,1.7%
Cc1cccc(NC(=O)Nc2ccc([N+](=O)[O-])cc2)n1,i,23.1%,-11.7%,-0.9%[46 µM],3.0%,0.7%,-0.9%,4.1%
CC1Cc2ccccc2N1C(=O)COc1ccc2c(c1)OCO2 (configuration not stated),-5.0%,u,-4.0%,-11.7%[46 µM],-6.6%,-13.4%,-0.5%,-2.8%
S=C(NCCN1CCOCC1)N/N=C/c1c2ccccc2cc2ccccc12,-6.2%,1.9%,-19.8%,-7.2%,x,-13.0%,-1.9%,-10.6%
Cc1ccc(S(=O)(=O)c2cc(N3CCOCC3)nc(-c3ccccc3)n2)cc1,-6.7%,3.4%,-3.9%,-5.3%,4.3%,u,3.0%,2.4%
O=C(NCc1ccccc1)C1=C[C@H](c2ccc(Br)cc2)C[C@H](OCc2ccc(CO)cc2)O1,-25.1%,x,-17.4%,x,40.4%[activator],u,x,-11.7%
Oc1ccccc1-c1nnc(COc2ccc(Cl)cc2Cl)o1,-9.3%,u,u,-4.4%,-3.2%,u,-2.9%,-26.4%
Cc1ccc(NC(=O)NCc2ccc3c(c2)OCO3)c(C)c1,-0.2%,8.6%,-4.7%,x,x,6.9%,-1.2%,-6.5%
Cc1ccc(C(=O)C2CCN(CC(=O)Nc3ccc(N(C)C)cc3)CC2)cc1,i,-23.6%,u,11.9%,-24.6%,u,12.2%,0.3%
Cc1ccccc1NC(=O)CSc1nc(N)c(C#N)c(-c2cccs2)c1C#N,u,-3.1%,u,12.0%,-1.1%[11.4 µM],u,1.2%,u
CCOCCCNC(=O)CN1C(=O)/C(=C\c2ccc(C)cc2)Sc2ccccc21,-10.5%,-7.3%,-7.6%,-16.1%,2.1%,8.3%,-1.5%,u
O=[N+]([O-])c1ccc(N2CCN(S(=O)(=O)Cc3ccccc3)CC2)cc1N1CCOCC1,-8.9%,-20.8%,u,u,-2.9%,u,2.8%,-1.2%
Cc1nn2c(N)c(C#N)cnc2c1-c1ccccc1,-3.9%,6.6%,-8.7%,-4.9%,-1.3%,-2.2%,-1.5%,u
O=C(CSc1nnnn1Cc1ccccc1)c1ccccc1F,0.7%,x,-14.2%,14.2%[46 µM],1.6%,-0.7%,-3.7%,6.6%

# Some of the compounds tested; the hit share may differ from the screen's.
